West Nile antiviral: West Nile virus antiviral activity, cell-based, CPE readout (AID 1621) | West Nile virus-infected cells, CPE inhibition; higher % means a stronger effect | 290,000 tested, 0.02% active | CPE inhibition, % at 10 µM; hits with a dose series show IC50 in µM; in the data active = a potency from the dose series; inconclusive = CPE inhibition mostly from about 3.7% at the one dose, without a potency; inactive = the rest, 99 in 100 with CPE inhibition below about 2.2%; note: strong numbers were not always called active
Rac1 GTP hydrolysis: MgcRacGAP GTPase-activating activity inhibitors, confirmation, biochemical, ADP Hunter fluorescence | Rac GTPase-activating protein 1 (Homo sapiens) | MgcRacGAP-stimulated Rac1 GTP hydrolysis, ADP Hunter fluorescence; higher % means a stronger effect; GST-tagged Rac1 F28L mutant substrate | inhibition, % at 30 µM, or IC50 in µM where a hit was titrated | 340,000 tested, 0.6% active | AID 624330, 2012;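 active = first-screen hits whose inhibition reached a set limit at any dose in the follow-up dose series; inconclusive = inhibition above the set first-screen limit but never retested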;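 note: fluorescence reports GDP produced by GAP-driven GTP hydrolysis; strong numbers were not always called active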
SV40 large T antigen: SV40 large T antigen inhibitors, biochemical (AID 1903); SV40 large T antigen ATPase/helicase inhibition assay; higher % means a stronger effect; one-dose inhibition, % at 20 µM; IC50 in µM for titrated hits; 310,000 tested, 0.39% active; in the data active = a potency from the dose series; inconclusive = inhibition mostly from about 32% at the one dose, without a potency; inactive = the rest, 99 in 100 with inhibition below about 32%; note: strong numbers were not always called active
b-catenin transl: modulators of beta-catenin nuclear translocation, primary screen, imaging, HeLa cells, immunofluorescence, high-content | nuclear translocation activity, % at 5 µM | 190,000 tested, 0.3% active;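 active = nuclear translocation activity above 50% at 5 µM, with a well cell count of 50 or more; inconclusive = wells under 50 cells across six images, flagged as toxic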;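 note: per-cell ratio of nuclear to cytoplasmic median beta-catenin stain intensity; plate controls were DMSO negative control for no effect and GSK-3 inhibitor IX positive control for full effect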
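Test system: human HeLa cells, endogenous beta-catenin. Times: 24 h compound exposure, 37°C. Measured by: beta-catenin immunofluorescence imaging with DAPI.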
RSV CPE inhibition: RSV antiviral activity via CPE protection, HEp-2 cells, primary 10 µM value included (AID 2391). 310,000 tested, 0.13% active. HEp-2 cells, RSV-induced CPE inhibition; higher % means a stronger effect. CPE inhibition, % at 10 µM, or IC50 in µM where a hit was titrated; in the data active = a potency from the dose series; inconclusive = CPE inhibition mostly from about 23% at the one dose, without a potency; inactive = the rest, 99 in 100 with CPE inhibition below about 21%; note: strong numbers were not always called active
Myeloid diff MLP: induction of myeloid progenitor differentiation, primary screen, cell-based, flow cytometry, MLPCN library; AID 624256, 2012; calls only at 10 µM; ER-HoxA9 myeloid progenitors, lysozyme-GFP differentiation; 360,000 tested, 1% active;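 active = normalized GFP-positive differentiation at or above the plate's own cutoff, the solvent-only control mean plus 3 SD; inconclusive = no clear call, values can overlap the other calls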;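 note: cells exposed to compound for four days before flow analysis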
T cell modulator: modulators of CD8 T cell-vesicle binding, primary screen, mouse 2C CD8+ T cells, flow cytometry; 2C CD8+ T cell-vesicle binding; stronger effect = lower value; calls only at 7 µM; 330,000 tested, 0.068% active;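 active = response, share of CD8 T cells binding vesicles, and their 90th percentile fluorescence all below set limits, cut at about 80% in these data, passing the limit was not always enough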
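material = purified 2C TCR transgenic mouse naive CD8+ T cells | controls = Unloaded micro-vesicles (low), QL9 vesicles with 0.7% DMSO (high) | detection = cytometric PE anti-B7-1 and Alexa647 anti-CD8 signals after 1% paraformaldehyde fixation | incubation = binding step 1.5 h, 37 °C, antibody labelling 20 min, ice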
PhoP inhibition: inhibitors of PhoP regulon expression, primary screen, Salmonella Typhimurium, GFP reporter (AID 1863); S. Typhimurium PhoP-regulated promoter GFP reporter, 4 h; higher % means a stronger effect; inhibition, % at 50 µM; hits with a dose series show IC50 in µM; 300,000 tested, 0.16% active;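 active = inhibition over 29.93%, a cutoff 3 SD above the screen mean, later confirmed by dose response; inconclusive = inhibition over 29.93% but no dose response follow-up; inactive = inhibition at most 29.93% or unconfirmed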;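 note: 0% = low Mg2+ inducing control and 100% = high Mg2+ repressing control; strong numbers were not always called active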
WT yeast gro inh: growth inhibition of WT strain, primary screen, mitochondrial fusion inhibitor project, WT and mutant strains, chemical genetic. mitochondrial fusion phenotypic screen. inhibition, % at 10 µM. 190,000 tested, 2.1% active. AID 1362, 2008; in the data active = inhibition above about 58%; tested in S. cerevisiae
WT yeast gro inh mutant strain: further read-out of WT yeast gro inh, marked with its call; inhibition, %; mitochondrial fusion phenotypic screen, mutant strain inhibition
b-catenin transl cell count 5 µM: further read-out of b-catenin transl, marked with its call; cell count; measured here: cell count, cytotoxicity flag
T cell modulator vesicle-bound %: further read-out of T cell modulator, marked with its call; double positive events, %; measured here: CD8+ vesicle-bound cell fraction;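 binding gate set so that unloaded-vesicle control wells show 10% double positive cells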
Myeloid diff MLP GFP+ MAC1+ %: further read-out of Myeloid diff MLP, marked with its call; GFP+ MAC1+ double positive, %; measured here: differentiation confirmed by MAC1 staining
Numbers without * were called inactive; i = inactive; ? = inconclusive; nt = no result given; & = joins results of further samples.

Below each SMILES – West Nile antiviral, Rac1 GTP hydrolysis, SV40 large T antigen, b-catenin transl, b-catenin transl cell count 5 µM, RSV CPE inhibition, Myeloid diff MLP, Myeloid diff MLP GFP+ MAC1+ %, T cell modulator, T cell modulator vesicle-bound %, PhoP inhibition, WT yeast gro inh, WT yeast gro inh mutant strain
[1] COc1cccc(/C=C2\SC(=O)N(CC(=O)NC3CCS(=O)(=O)C3)C2=O)c1 (stereo unspecified)
→ -0.8%, -10%, 2%, nt, nt, 0.2%, i, 1.6, i, 2, 9%, nt, nt
[2] CCOc1ncccc1C(=O)OCC(=O)N1CC(=O)Nc2ccccc21
→ -0.4%, 3%, 7%, -0.8, 1073, 2.3%, i, 0.9, i, 24, 7%, -3, -21
[3] COc1ccc(OC)c(-c2nn(-c3ccccc3)cc2C(=O)NCC(c2ccco2)N2CCCC2)c1 (stereo unspecified)
→ nt, 6%, nt, nt, nt, -0.3%, i, 0.9, i, 43, nt, nt, nt
[4] NC1=NC(=O)/C(=C\c2ccco2)S1
→ 0.0%, 31%, 67µM*, -1.1, 1320, 0.8%, i, 0.5, i, 35, -3%, nt, nt
[5] CC(=O)[C@H]1[C@H](C#N)C[C@H]2[C@@H]3CC=C4C[C@@H](O)CC[C@]4(C)[C@H]3CC[C@@]21C
→ -0.6%, 3%, 12%, nt, nt, 2.1%, i, 0.6, i, 16, -2%, -1, -4
[6] O=C(NC(N1CCOCC1)C(Cl)(Cl)Cl)c1ccco1 (stereo unspecified)
→ 0.2%, nt, 20%, -2.5, 998, -1.5%, i, 0.3, i, 42, -8%, -13, 3
[7] CN(Cc1ccccc1)CC(O)COc1ccc(CNCCc2cccnc2)cc1 (stereo unspecified)
→ 0.8%, 5%, 12%, 0.1, 1004, -3.1%, i, 0.7, i, 42, -3%, 6, -2
[8] COc1ccc(S(=O)(=O)N2c3ccc(F)cc3CCC2C)cc1 (stereo unspecified)
→ nt, 2%, 1%, nt, nt, 1.9%, nt, nt, i, 29, nt, nt, nt
[9] COc1c(C)cc(C(=O)C2CCCN(C(=O)/C=C/c3ccccn3)C2)cc1C (stereo unspecified)
→ 0.2%, 7%, -1%, 0.0, 993, 8.6%, i, 0.4, i, 19, 6%, -6, -13
[10] Cc1cc(-c2ccc(S(=O)(=O)N3CCN(c4cccc(C(F)(F)F)c4)CC3)s2)on1
→ 0.1%, 8%, 7%, nt, nt, 2.8%, i, 1.8, i, 29, -10%, nt, nt
[11] OCCC1CN(CCCc2ccccc2)CCN1CCc1ccccc1 (stereo unspecified)
→ -0.5%, 7%, 4%, nt, nt, -1.5%, i, 0.2, i, 56, 2%, nt, nt
[12] O=C(Nc1cc(C(=O)N2CCCC2)ccc1N1CCCC1)c1ccccc1
→ 0.1%, 12%, -5%, -1.2, 924, 0.8%, i, 1.3, i, 24, -3%, -13, 1
[13] CN1CCN(c2ccccc2NC(=O)Cc2ccc(Cl)cc2)CC1
→ -0.2%, 2%, 2%, nt, nt, -1.4%, i, 0.5, i, 51, 4%, -1, -3
[14] Cc1c(C(=O)N2CCN(c3ncccn3)CC2)sc2nc3n(c(=O)c12)CCCC3
→ -0.3%, 5%, 27%, -2.9, 1178, 1.1%, i, 2.7, i, 17, -8%, 4, 39
[15] COc1ccccc1OCCCCCCN1CCN(C)CC1
→ nt, -3%, 4%, nt, nt, -2.7%, i, 1.1, i, 32, nt, nt, nt
[16] COc1ccc(OC)c(CN2CCCC(C(=O)c3ccccc3SC)C2)c1 (stereo unspecified)
→ -1.7%, 11%, 6%, 0.1, 1049, 3.8%, i, 0.0, i, 56, 4%, 13, 2
[17] O=C(NCc1ccccc1)C1CCCN1S(=O)(=O)c1cccc2cccnc12 (stereo unspecified)
→ -0.2%, 4%, 1%, -2.8, 1107, 2.3%, i, 3.8, i, 43, 6%, -3, -24
[18] COc1ccc(-c2nnc(CSc3nc4ccccc4c(=O)n3C)o2)cc1OC
→ -1.1%, 9%, 2%, 5.6, 1128, -0.1%, i, 9.0, i, 9, -12%, 16, 28
[19] COc1ccc(S(=O)(=O)NCC(c2cccnc2)N2CCN(c3ccccc3OC)CC2)cc1C (stereo unspecified)
→ -0.4%, 9%, 18%, -1.3, 1380, nt, i, 0.6, nt, nt, -1%, 11, 0
[20] O=C(Nc1cccc(Cl)c1)c1cc([N+](=O)[O-])ccc1N1CCN(CCO)CC1
→ -0.5%, -7%, 7%, -4.9, 1091, 0.5%, i, 0.3, i, 30, 1%, -5, 11
[21] Cc1ccccc1Nc1nc(NCc2ccco2)c2ccccc2n1
→ -1.8%, 12%, 2%, 1.8, 937, 6.9%, i, 0.4, i, 54, 26%, 79*, 79*
[22] O=C(c1ccc(OC2CCN(Cc3ccccn3)CC2)cc1)N1CCCC(O)C1 (stereo unspecified)
→ -0.6%, -2%, 10%, 2.4, 929, -0.7%, i, 1.6, i, 24, -9%, 1, 5
[23] Cn1c(N)c(C(=O)COC(=O)c2ccccc2C(=O)c2ccccc2)c(=O)n(C)c1=O
→ nt, 2%, nt, nt, nt, 0.4%, i, 0.9, i, 28, nt, nt, nt
[24] COC(=O)c1cccc(COC(=O)c2cccnc2SC)c1
→ 0.1%, 10%, -6%, -3.5, 1202, -0.7%, i, 0.7, i, 42, 8%, -3, -4
[25] O=C(CCn1c(=O)c2cccn2c2cccnc21)N1CCN(c2cccc(Cl)c2)CC1
→ 0.8%, 12%, 6%, nt, nt, nt, ?, nt, i, 32, 12%, nt, nt
[26] Fc1cc(F)c(NC(=S)N2CCOCC2)c(F)c1
→ 0.2%, 7%, 1%, nt, nt, 0.1%, i, 0.3, i, 4, 10%, nt, nt
[27] CC1(C)C(/C=C/C=C/C=C/C=C2\N(CCCCS(=O)(=O)O)c3ccc4ccccc4c3C2(C)C)=[N+](CCCCS(=O)(=O)[O-])c2ccc3ccccc3c21
→ nt, ?, 2.1µM*, nt, nt, 16%, i, 8.6, i, 27, 3%, nt, nt
[28] O=C1CCN(Cc2ccc(O)cc2)CCN1CCO
→ -0.2%, 0%, 21%, nt, nt, 0.4%, i, 2.0&1.3, i, 42, 6%, nt, nt
[29] COc1ccc(/C=N/NC(=O)c2cccc(C(F)(F)F)c2)cc1
→ 0.0%, 8%, 21%, -1.7, 1119, 7.2%, i, 0.1, i, 32, -8%, 5, 8
[30] CCOC(=O)c1nc2cc3n(c(C)c-2c1C)C(C)C(C)=C3C (stereo unspecified)
→ 0.8%, 14%, -11%, -0.9, 1112, -0.2%, i, 0.8, i, 49, 5%, -1, -12

Next section
Below each SMILES – West Nile antiviral, Rac1 GTP hydrolysis, SV40 large T antigen, b-catenin transl, b-catenin transl cell count 5 µM, RSV CPE inhibition, Myeloid diff MLP, Myeloid diff MLP GFP+ MAC1+ %, T cell modulator, T cell modulator vesicle-bound %, PhoP inhibition, WT yeast gro inh, WT yeast gro inh mutant strain
[31] Cc1cc(N/N=C/c2ccc(F)cc2)nc(-n2nc(C)cc2C)n1
→ -0.6%, nt, 14%, -6.1, 1134, 2.1%, i, 0.1, i, 35, -3%, nt, nt
[32] Cc1ccc(CCCOC(=O)C[N+]2(C)CCOCC2)cc1
→ 0.4%, 1%, 1%, -1.6, 772, -0.6%, i, 1.2, i, 60, -18%, -8, 9
[33] N#Cc1cc(-c2ccccc2)nnc1Sc1ccc(F)cc1
→ 0.1%, 8%, -2%, nt, nt, 0.5%, i, 0.3, i, 34, 9%, -3, -28
[34] CC(=O)Nc1ccc(NC(=O)/C=C/c2cccc(C(F)(F)F)c2)cc1
→ 1.0%, 11%, -4%, 2.7, 990, 1.3%, i, 0.9, i, 24, -9%, -13, -9
[35] COc1ccc(-c2cc3c(=O)n(CC(=O)NCCCc4ccccc4)ncn3n2)cc1
→ -0.7%, 12%, -1%, nt, nt, -0.6%, i, 2.9, i, 26, nt, nt, nt
[36] CCN(CC(=O)NC(C)C)Cc1nc2sc3c(c2c(=O)[nH]1)CCC3
→ nt, 7%, -15%, -6.5, 1265, 4.0%, i, 0.8, i, 45, 24%, 5, -6
[37] CC(C)c1nc(N2CCOCC2)c(C#N)c2c1CCC2
→ 0.2%, 5%, 13%, -3.1, 987, 6.4%, i, 2.1, i, 10, -2%, -2, 0
[38] O=C1Nc2ccccc2/C1=C/c1ccnc2ccccc12
→ -0.8%, 8%, 5%, nt, nt, 7.8%, i, 0.6, i, 16, 5%, nt, nt
[39] Cc1ccc(Cn2nnnc2CN2CCC(c3nc4ccc(Cl)cc4[nH]3)CC2)cc1
→ -0.5%, 13%, 4%, 0.4, 1046, 4.8%, ?, nt, i, 50, 4%, 3, 5
[40] CCN(CC)S(=O)(=O)c1ccc(N2CCCC2)c(NS(=O)(=O)c2cccs2)c1
→ 0.1%, 5%, 15%, -4.4, 988, 2.0%, i, 0.1, i, 25, 0%, 12, -8
[41] Cc1ccc2nc(SCC(=O)N3CCN(c4ccccc4)CC3)nc(=O)n2c1
→ nt, 6%, 13%, nt, nt, -0.6%, i, 0.7, i, 16, -3%, nt, nt
[42] CCc1nnc(NC(=O)CCC(=O)NCCc2ccccc2)s1
→ 0.1%, 4%, 4%, nt, nt, 1.1%, i, 0.7, i, 2, 0%, nt, nt
[43] COc1cc(CNC2CCCCCCC2)c(Br)cc1OCCO
→ -1.1%, 13%, 11%, nt, nt, -0.4%, i, 0.4, i, 63, -2%, nt, nt
[44] CCOc1ccc(S(=O)(=O)N2CCCC(C(=O)NCc3cccnc3)C2)cc1Cl (stereo unspecified)
→ -1.1%, 5%, 6%, nt, nt, 12%, i, 1.3, i, 21, -3%, nt, nt
[45] COc1cccc(NC(=O)c2ccccc2)c1
→ nt, 12%, 13%, nt, nt, 1.9%, i, 1.6, i, 52, nt, nt, nt
[46] O=C(Nc1ccon1)c1ccc2c(c1)OCO2
→ -0.2%, 2%, -1%, -0.7, 1065, 0.2%, i, 3.3, i, 50, 4%, 0, 18

Screening results (PubChem)
